# Compound activity deposited in PubChem by several laboratories.
# S1P2 blocker: S1P2 (human) receptor antagonism | O95136 | 0.21% of 97,000 active | cell-based S1P2 antagonist assay, inhibition at 5 uM | inhibition, % at 5 µM; in the data active means inhibition above about 45%;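 further: CRE beta-lactamase reporter cells expressing human S1P2 stimulated with S1P; 0% = agonist at EC80 alone and 100% = agonist plus reference antagonist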
# Target sequence (O95136 whole entry, looked up): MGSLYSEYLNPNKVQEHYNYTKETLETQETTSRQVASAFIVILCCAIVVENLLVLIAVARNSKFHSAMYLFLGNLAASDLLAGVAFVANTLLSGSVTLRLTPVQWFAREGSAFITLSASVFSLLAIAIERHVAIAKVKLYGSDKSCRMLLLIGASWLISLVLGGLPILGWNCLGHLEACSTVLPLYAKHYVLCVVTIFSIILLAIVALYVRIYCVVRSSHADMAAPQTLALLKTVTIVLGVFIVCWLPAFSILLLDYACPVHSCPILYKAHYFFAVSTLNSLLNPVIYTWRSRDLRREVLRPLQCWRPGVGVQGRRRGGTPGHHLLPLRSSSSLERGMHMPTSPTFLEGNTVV
# HUVEC prolif 384: blocks proliferation of human endothelial cells | HUVEC proliferation, CellTiter-Glo luminescence, 72 h; hits give low values | viability, % at 10 µM (by protocol) | 1.1% of 86,000 active | AID 648;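 active means viability at or below 30%; inactive means viability above 30%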;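 further: 100% = median luminescence of DMSO-only cell control wells on each plate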
# PostGolgi yeast: growth inhibition of a yeast mutant, post-Golgi transport screen | inhibition, % at 10 µM | post-Golgi transport phenotypic cell assay | 0.9% of 98,000 active;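 further: yeast cells grown in 1536-well plates; yeast grown about 18 h at 30C before absorbance read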
# H69AR growth 86K: growth inhibitors of human H69AR lung tumor cells; H69AR lung tumor viability, ATP luminescence, 72 h; hits give low values; viability, % at 10 µM; 6% of 85,000 active;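 active means viability at or below 40%; inactive means viability above 40%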;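 further: multidrug resistant small cell line overexpressing MRP-1 efflux transporter; 100% = mean luminescence of untreated control wells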
# S1P2 agonist: S1P2 (human) receptor agonism. activation, % at 4.5 µM. O95136. S1P2-expressing cell line, agonist reporter read-out. 0.46% of 97,000 active. AID 729; in the data active means activation above about 16%;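 further: 0% = vehicle low control and 100% = maximal reference agonist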
# Ecoli WT expand: blocks growth of wild type E. coli BW25113 | 0.15% of 98,000 active | AID 710 | OD600 absorbance | growth inhibition, % at 100 µM;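 active means growth inhibition above about 50% at one test dose, limit read from the data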;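 further: growth measured after 20 h incubation at 37 °C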
# PostGolgi ctrl: growth of the yeast control strain, post-Golgi counter-screen; efflux-deficient yeast background strain, growth absorbance A615, 16 h; 5% of 98,000 active; inhibition, % at 10 µM
# hDAT+cocaine: changed human dopamine transporter uptake under cocaine IC80 | Q01959 | LLC-PK1 hDAT cells, [14C]-dopamine uptake with cocaine IC80; actives deviate in either direction | B-score at 10 µM | 1.3% of 110,000 active | AID 449768;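 active means Z score or B-score, a plate-position-corrected score, falls beyond the plate's 99.7% confidence bounds, in either direction; inactive means both scores lie inside the 99.7% bounds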;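 further: scored against the spread of the other compound wells on the same plate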
# Target sequence (Q01959 whole entry, looked up): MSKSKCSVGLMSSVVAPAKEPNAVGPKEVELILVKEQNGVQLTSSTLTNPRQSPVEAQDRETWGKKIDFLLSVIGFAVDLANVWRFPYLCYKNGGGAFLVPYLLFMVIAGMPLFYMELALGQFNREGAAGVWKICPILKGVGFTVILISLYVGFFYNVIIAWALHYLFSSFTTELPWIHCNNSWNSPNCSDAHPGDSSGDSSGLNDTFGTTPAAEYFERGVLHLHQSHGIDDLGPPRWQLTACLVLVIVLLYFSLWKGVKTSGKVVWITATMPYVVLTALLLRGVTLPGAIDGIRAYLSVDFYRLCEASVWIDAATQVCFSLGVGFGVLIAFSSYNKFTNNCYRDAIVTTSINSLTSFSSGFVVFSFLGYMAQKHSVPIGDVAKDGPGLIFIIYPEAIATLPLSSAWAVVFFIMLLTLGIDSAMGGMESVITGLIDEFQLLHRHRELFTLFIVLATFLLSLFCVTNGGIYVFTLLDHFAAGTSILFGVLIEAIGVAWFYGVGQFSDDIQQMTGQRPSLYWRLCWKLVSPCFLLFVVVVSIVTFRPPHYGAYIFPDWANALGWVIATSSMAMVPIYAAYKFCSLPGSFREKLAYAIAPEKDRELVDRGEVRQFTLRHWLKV
# Fibroblast inh: blocks proliferation of human lung fibroblasts. LL 47 human lung fibroblast viability, ATP luminescence; hits give low values. viability, % at 10 µM. 1.1% of 85,000 active;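 active means viability at or below 50% in the single dose screen; inactive means viability above 50%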;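 further: compound exposure lasted 72 h before the ATP readout; 100% = median luminescence of untreated cell-only wells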
#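 material = human LL 47 lung fibroblast cells | dosing = compounds added from tenfold dosing solution, 0.1% DMSO final | timing = overnight cell rest, 72 h compound treatment at 37 °C | measured by = CellTiter-Glo luminescence measuring cellular ATP | evaluation = % viability versus median cells-only luminescence | control set = cell-only wells, no compound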
# Active calls of the source: *; · = not tested or not shown; & = joins results of further samples; ! = repeats disagree. Unless noted, no stated cut-off is given here; in the data, active means inhibition above about 30%; inactive means the rest.
SMILES,S1P2 blocker,HUVEC prolif 384,PostGolgi yeast,H69AR growth 86K,S1P2 agonist,Ecoli WT expand,PostGolgi ctrl,hDAT+cocaine,Fibroblast inh
CCOC(=O)c1c(C)oc2ccc(OCC(=O)C(C)(C)C)cc12,-5,106,5,64,-1,1,21,-0.19,95
COc1cccc(N2CCN(Cc3ccsc3)CC2)c1,9,100,3,96,1,15,-5,·,102
COc1ccc(NC(=O)Nc2ccc(C)cc2OC(F)F)cc1OC,-21,81,-14,70,-6,-5,26,0.0042,103
COc1ccc(-c2cc(CNC(=O)CN(C)Cc3ccccc3)on2)cc1,14,·,5,·,-7,9,10,·,·
Nc1cc(C(=O)c2cccs2)ccc1Cl,-10,96,·,99,-6,·,·,0.08,100
CN(Cc1ccccc1)C(=O)COc1ccccc1,-1,99,·,98,-7,·,·,-0.084,104
CCOC(=O)c1c(NC(=O)c2ccc(S(=O)(=O)N3CCOCC3)cc2)sc2c1CCN(C)C2,-20,85,-6,75,1,-4,20,2.3,89
CC1CCCC(NC(=O)COC(=O)c2c[nH]c(=O)[nH]c2=O)C1C (configuration not stated),23,·,-1,·,-7,-3,12,-1.7,·
C=CCNC(=O)c1cc(-c2ccc(Br)cc2)on1,12,110,-4,104,0,-4,-3,·,106
CCCOC(=O)Nc1nc2ccccc2o1,1,82,-6,87,-9,0,-2,-0.75,103
N#Cc1nc(-c2cccs2)oc1NCCN1CCOCC1,17,94,-4,100,-9,8,2,·,92
COC(=O)CN(C#N)c1nc(NC(C)C)nc(OC)n1,-95,84,·,82,-7,·,·,-0.94,98
CCOc1ccc(CCNC(=O)CN2CCN(Cc3ccc(F)cc3)C2=O)cc1OCC,-26,108,-3,91,-4,-2,1,1.7,106
CC(C)C1Oc2ccccc2N(CC(=O)N(Cc2ccncc2)Cc2ccco2)C1=O (configuration not stated),12,79,·,66,-4,·,·,1.1,95
COc1ccc(N=Cc2c(O)[nH]c3ccccc23)cc1,-3,91,0,78,-7,4,4,0.49,99
CCOc1nc(C)ccc1-c1noc(-c2ccco2)n1,-6,121,10,90,3,0,14,-0.51,98
Cn1c(N)c(C(=O)COC(=O)CCCc2c[nH]c3ccccc23)c(=O)n(C)c1=O,-7,84,3,92,-2,-4,14,-0.46,87
Cc1ccc(S(=O)(=O)Cn2nnnc2C(CC(C)C)N2CCN(c3ccccc3)CC2)cc1 (configuration not stated),5,86,·,108,-3,·,·,1,99
Nc1ncnc2c1ncn2CCNCCc1ccccc1,-27,82,-33,88,-2,5,0,-0.56,95
CS(=O)c1ccccc1COC(=O)Nc1cccc(Cl)c1 (configuration not stated),6,·,1,·,-6,8,8,-0.72,·
CN1CC2(Cc3c1ccc1ccccc31)C(=O)OC(C)(C)OC2=O,16,·,2,·,0,-3,3,-0.067,·
Cc1ccc(N=Nc2c(O)n(CN3CCOCC3)c3ccccc23)cc1,13,·,-5,·,-6,-7,3,·,·
Cc1cc(NCc2ccccc2)nc(-c2ccccc2O)n1,-25,61,-11,67,-1,-17,57*,0.5,87
O=C(CSC1=NCCS1)N1CCCCCC1,·,103,17,78,·,-3,21,0.26,91
CC1=C(C#N)C(c2ccc3ncccc3c2)C(C#N)=C(C)N1,3,99,-1,94,-1,0,16,-0.6,99

# (more compounds)
SMILES,S1P2 blocker,HUVEC prolif 384,PostGolgi yeast,H69AR growth 86K,S1P2 agonist,Ecoli WT expand,PostGolgi ctrl,hDAT+cocaine,Fibroblast inh
CCCCN(CCCC)CCNC(=O)CNC(=O)c1cccs1,-5,101,-13,86,-1,-10,-7,0.074,95
COc1cc(C2C3CN(C)CC=C3C(C#N)=C(N)C2(C#N)C#N)ccc1OC(C)C (configuration not stated),·,87,3,35*,·,4,8,0.93,84
COc1ccc(C)cc1NC(=O)NCCC1=CCCCC1,5,91,0,86,-2,1,12,0.46,105
Cc1ccc(C(=O)SC2=NCCS2)cc1,11,87,·,92,-6,·,·,-0.4,102
Cc1cc(C)nc(/N=C2\NC(=O)CC3C(=O)NCCN23)n1 (configuration not stated),3,84,7,91,-2,-8,5,-0.79,97
COc1ccc(/C=C2\SC(=S)N(NC(=O)c3csc4c3CCCC4)C2=O)cc1,8,90,37*,104,-6,-7,5,-0.049,100
O=C(NCc1ccccn1)C1CCCN(S(=O)(=O)c2ccccc2)C1 (configuration not stated),0,85,-5,99,-6,5,-3,-0.46,98
CCOC(=O)CCCNC(=O)CN1C(=O)NC2(CCCCCC2)C1=O,20,100,-1,101,-8,6,2,-1,106
CCC1C(=O)N=C(SCC(=O)Nc2cccc3ccccc23)NC1=O (configuration not stated),8,95,10,95,-4,-3,-2,0.072,98
CC(=O)c1ccc(NC(=O)Cn2nc(C)cc2C)cc1,-21,97,-3,91,-9,3,14,0.64,98
CCOC(=O)Cn1c(-c2ccccc2)nc2ccccc2c1=O,10,·,12,·,-5,8,8,-0.099,·
Cc1[nH]c2ccccc2c1-c1nc2ccccc2[nH]1,·,94,1,71,·,6,1,-0.19,97
CCCCC(c1nnnn1CCOC)N1CCN(C)CC1 (configuration not stated),-36,100,·,92,-7,·,·,0.063,106
CCOC(=O)C1=C(N)n2c(s/c(=C\c3cccs3)c2=O)=C(C(=O)OCC)C1c1cccs1 (configuration not stated),-18,40,15,29*,-5,-15,5,-0.31,60
C1CCc2nnc(-c3nnc4n3CCCCC4)n2CC1,3,88,-3,98,-2,1,1,-0.5,99
Cc1ccc(-n2c(O)c(/C=N/n3cnnc3)c3ccccc3c2=O)cc1,32&11,106&94,3&-2,88&99,-2&-5,2&8,34*!,-0.27&-0.011,104&110
O=c1[nH]c2sc3c(c2c(=O)n1Cc1ccccc1)CCC3,16,101,0,93,1,0,28,-0.32,98
O=C(O)CCNc1nc(-c2ccccc2)nc2ccccc12,-4,92,8,90,-2,-3,11,0.4,97
COc1ccc(CCNC(=O)CNS(=O)(=O)c2ccc(Br)s2)cc1OC,2,·,6,·,-2,4,7,-0.14,·
O=C(c1cc2c(s1)CCC2)N1C(=O)c2ccccc2S1(=O)=O,3,89,0,99,-3,-5,11,-1.4,88
COCCNC(=O)c1ccccc1NS(=O)(=O)c1ccc(Br)s1,-8,93,5,100,-5,0,-1,-0.29,101
O=C(c1ccco1)N1CCN(CC(O)COc2ccc3oc4ccccc4c3c2)CC1 (configuration not stated),26,81,5,92,-8,8,28,2.6*,93
Brc1ccc(NCc2cccc3ccccc23)nc1,-92,96,3,79,1,0,18,1.2,87
Cc1ccc(-c2onc3ccc(C4(C)OCCO4)cc23)cc1,-30,109,15,98,-3,-6,15,-0.71,100
CS(=O)(=O)N(Cc1ccccc1)c1ccc(C(=O)N2CCN(c3cccc(Cl)c3)CC2)cc1,0,83,3,49,-2,-6,27,-1.1,104

# Continuation.
SMILES,S1P2 blocker,HUVEC prolif 384,PostGolgi yeast,H69AR growth 86K,S1P2 agonist,Ecoli WT expand,PostGolgi ctrl,hDAT+cocaine,Fibroblast inh
CCOC(=O)c1coc(CNC(=O)c2c(C)oc3c2CCCC3)c1,17,95,4,81,-4,13,32*,-0.28,98
O=C(CSc1nc(-c2ccccc2)c(-c2ccccc2)[nH]1)NCc1ccco1,-17,46,-1,92,-5,-17,11,0.037,83
CCOC(=O)C1CCCN(C(=O)c2cncc(Br)c2)C1 (configuration not stated),24,97,2,85,-4,-4,12,0.39,102
COc1ccccc1NC(=S)N1CCN(C(=O)c2ccco2)CC1,3,·,3,·,-3,3,16,-0.011,·
Cc1ccccc1NC(=O)N(C(C)C)C(C)C,6,96,-9,104,-2,0,-2,-0.61,108
Cc1ccc(S(=O)(=O)N2CCC(C(=O)NCC3CCCO3)CC2)cc1 (configuration not stated),29,103,0,105,0,-7,12,-0.8,98
O=C(C1CC1)N1CCN=C1SCc1ccc(Cl)cc1,-6,73,-6,96,-6,-4,18,·,99
O=C(c1ccc(Cl)cc1)c1cnc2ccccn12,0,88,-5,90,-6,-5,10,0.19,98
CC(SC1=NCCS1)C(=O)Nc1nnc(-c2ccc(Cl)cc2)s1 (configuration not stated),0,81,10,63,-7,1,0,0.71,94
Cc1ccc(C(C(=O)NC2CCCCC2)N2CCC3(CC2)OCCO3)cc1 (configuration not stated),-2,112,11,98,-2,-2,14,-1.4,94
C=CCSc1nnc2c(n1)OC(c1cccnc1)N(C(C)=O)c1ccccc1-2 (configuration not stated),12,101,-8,94,-11,-20,-7,0.43,96
O=C(CSc1ncn[nH]1)NCc1ccccc1,13,103,7,92,-8,10,9,-0.3,104
CCOC(=O)CSC1=Nc2ccccc2C2=NC(CC(=O)NCc3ccc(OC)cc3)C(=O)N12 (configuration not stated),-3,87,2,97,-3,-1,0,0.44,94
CCOC(=O)C(NC(=O)OC(C)C)(Nc1nccs1)C(F)(F)F (configuration not stated),17,95,-7,99,-2,0,10,0.14,91
C/C(CCc1oc2ccc(Cl)cc2c1-c1ccc(C)o1)=N\O,-16,103,·,86,-4,·,·,0.28,82
Cc1ccccc1NC(=O)CSc1nnc(Cc2ccccc2)o1,0,59,·,96,-6,·,·,0.12,98
COc1ccc(-c2oc3ncnc(N)c3c2-c2ccccc2)cc1,-21,89,-2,57,-2,1,3,-0.76,73
COCCCNC(=O)c1ccc(Cn2c(=O)c3ccccc3n(Cc3ccccc3C)c2=O)cc1,-28,59,-3,19*,1,-8,13,0.3,88
O=C(COC(=O)Cn1cnc2ccccc21)Nc1ccc2c(c1)OCCO2,-4,97,-2,106,-7,8,6,0.067,·
Cc1sc(-n2c(C)ccc2C)c(C#N)c1C,18,85,-9,90,0,-9,-8,-0.29,96
O=C(Cn1ccc([N+](=O)[O-])n1)N1CCCc2ccccc21,-7,·,5,·,-11,9,-10,-0.48,·
CCn1c(CNC(=O)c2ccc(OC)c(OC)c2)nnc1SCC(=O)c1ccc(OC)cc1,-5,102,0,95,-9,6,-1,0.81,98
Nc1nnc(CC(=O)N/N=C/c2cccc([N+](=O)[O-])c2)s1,16,·,-4,·,-5,-6,6,·,·
Cc1cc(C)nc(NCC(O)CNc2ccccc2C)n1 (configuration not stated),6,100,-1,83,-7,3,12,-0.14,101
Cc1ccc(S(=O)(=O)N(C)CC(=O)N2CCOCC2)cc1,-16,94,3,112,-3,-7,-2,0.028,100

# Next section:
SMILES,S1P2 blocker,HUVEC prolif 384,PostGolgi yeast,H69AR growth 86K,S1P2 agonist,Ecoli WT expand,PostGolgi ctrl,hDAT+cocaine,Fibroblast inh
Cc1cc(C)c(S(=O)(=O)c2ccccc2)c(Cl)n1,2,·,1,·,-1,8,4,-0.72,·
CCOC(=O)CSc1nc2sc3c(c2c(=O)[nH]1)CC(C)(CC)OC3 (configuration not stated),-30,86,1,95,-3,2,-2,-1.3,106
Clc1cccc(/C=N/Nc2nc(Cl)nc3ccccc23)c1,7,·,0,·,-6,-6,9,-1.4,·
O=C(Nc1ccccc1)Nc1ccccc1C(=O)NCc1ccco1,26,89,-4,99,-2,9,1,0.32,94
CC(C)=CC(=O)Nc1ccc(Br)cc1,17,110,2,106,-6,8,2,0.69,107
CCN(CC)CC(C)OC(=O)COc1ccc(OC)cc1 (configuration not stated),1,80,·,91,-2,·,·,0.16,100
COC(=O)c1cn(-c2ccccc2)nc1-c1cccnc1,·,85,-10,108,·,19,2,1.7,98

# Looked up by compound from above, six records:
SMILES,S1P2 blocker,HUVEC prolif 384,PostGolgi yeast,H69AR growth 86K,S1P2 agonist,Ecoli WT expand,PostGolgi ctrl,hDAT+cocaine,Fibroblast inh
Cc1ccc(C(=O)SC2=NCCS2)cc1,11,87,·,92,-6,·,·,-0.4,102
CCOC(=O)CSC1=Nc2ccccc2C2=NC(CC(=O)NCc3ccc(OC)cc3)C(=O)N12 (configuration not stated),-3,87,2,97,-3,-1,0,0.44,94
Nc1ncnc2c1ncn2CCNCCc1ccccc1,-27,82,-33,88,-2,5,0,-0.56,95
C/C(CCc1oc2ccc(Cl)cc2c1-c1ccc(C)o1)=N\O,-16,103,·,86,-4,·,·,0.28,82
Cc1ccccc1NC(=O)CSc1nnc(Cc2ccccc2)o1,0,59,·,96,-6,·,·,0.12,98
Cc1ccc(C(C(=O)NC2CCCCC2)N2CCC3(CC2)OCCO3)cc1 (configuration not stated),-2,112,11,98,-2,-2,14,-1.4,94
